Screening results (PubChem)
MEKK3 PB1 HTS: raises or lowers MEK5 binding to the human MEKK3 PB1 domain; Q99759; bead-based flow cytometry, Alexa488-MEK5 binding to MEKK3; actives lie on both sides; 0 = blocked by unlabeled MEK5, 100 = vehicle; binding response (% of control), % at 10 µM; 290,000 compounds, 1.4% hits;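 active = binding response more than 3 SD above or below the average of its plate-row segment, actives on both sides; inconclusive = wells at one plate position flagged as instrument error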;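 note: Alexa488 bead fluorescence after subtracting the streptavidin-only scavenger bead signal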
Target sequence (Q99759 whole entry, looked up, the tested form may be a part): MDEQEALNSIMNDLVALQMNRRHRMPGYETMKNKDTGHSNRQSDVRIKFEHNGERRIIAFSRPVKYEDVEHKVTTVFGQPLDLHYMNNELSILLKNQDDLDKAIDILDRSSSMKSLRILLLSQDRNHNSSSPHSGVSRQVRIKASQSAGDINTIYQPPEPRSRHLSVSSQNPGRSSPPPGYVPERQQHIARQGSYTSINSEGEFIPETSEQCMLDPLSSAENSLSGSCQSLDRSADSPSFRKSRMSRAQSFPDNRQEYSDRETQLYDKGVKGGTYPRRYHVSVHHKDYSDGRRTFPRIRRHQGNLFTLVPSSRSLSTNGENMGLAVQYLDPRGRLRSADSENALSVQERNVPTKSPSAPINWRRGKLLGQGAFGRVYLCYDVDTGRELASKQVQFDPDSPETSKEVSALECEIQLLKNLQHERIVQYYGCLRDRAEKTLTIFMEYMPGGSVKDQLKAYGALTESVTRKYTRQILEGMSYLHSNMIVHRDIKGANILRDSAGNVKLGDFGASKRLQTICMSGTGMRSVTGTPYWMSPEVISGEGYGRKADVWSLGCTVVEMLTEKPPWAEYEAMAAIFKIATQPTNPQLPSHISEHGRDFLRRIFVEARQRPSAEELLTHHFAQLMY
PfM18AAP inh: PfM18AAP enzyme inhibition; recombinant PfM18AAP, H-Glu-NHMec fluorogenic cleavage; inhibition, % at 7.35 µM; 290,000 compounds, 1.2% hits; AID 1822;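 active = inhibition above the campaign mean inhibition over all tested compounds plus 3 SD, cut at about 28% in these data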;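 note: 0% = plate median of test compound wells and 100% = 2 mM ZnCl2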
p-CIP stab down: lowers stability of the mouse p/CIP coactivator protein; Q05BA5; AID 1984; 290,000 compounds, 0.01% hits; decrease of EGFP signal, % at 10 µM; F442A p/CIP-EGFP cells, EGFP fluorescence, 16 h;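 active = EGFP signal decrease of at least 30% at 10 µM or well 3 SD below plate mean, unless failing retest; inactive = the rest, including hits failing retest or dose response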; note: some compounds called inactive have numbers as strong as hits; many of its hits are not listed in these tables
SUMO HTRF inh: inhibitors of human SUMOylation (UBC9); P63279; HTRF SUMOylation assay, SAE1/SAE2 + UBC9, in vitro; inhibition, % at 35 µM; 290,000 compounds, 0.36% hits; AID 2006; in the data active = inhibition above about 50%, passing the limit was not always enough; inconclusive = no clear call, values can overlap the other calls; note: strong numbers were not always called active
Target sequence (P63279 whole entry, looked up): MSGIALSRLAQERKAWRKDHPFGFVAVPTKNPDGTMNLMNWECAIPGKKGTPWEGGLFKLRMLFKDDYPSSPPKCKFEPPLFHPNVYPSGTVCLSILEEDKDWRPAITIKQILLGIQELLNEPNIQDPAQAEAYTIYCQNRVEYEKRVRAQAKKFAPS
MEKK2mut PB1 HTS: signal of MEK5 binding to mutant human MEKK2 PB1 domain; bead flow cytometry, Alexa488-MEK5 binding to MEKK2 mutant; percent response, % at 10 µM; 290,000 compounds, 0.35% hits; in the data active = percent response above about 24%, passing the limit was not always enough; note: inactives centre near 1; some results filed as inactive read as strong as hits; reference of the scale not given here
MEKK2wt PB1 HTS: raises or lowers MEK5 binding to wildtype human MEKK2 PB1 domain; bead flow cytometry, Alexa488-MEK5 binding to MEKK2 WT; actives lie on both sides; binding response (% of control), % at 10 µM; 290,000 compounds, 1.1% hits; AID 1531; in the data active = binding response below about 67% or above about 130%; inconclusive = no clear call, values can overlap the other calls; inactive = in between
IDE cell activ: IDE (human) activation, cell-based; P14735; HEK cells, FAbeta-B cleavage, fluorescence polarization; 0% vehicle, 100% cell-free pure enzyme wells; activation, % at 5.96 µM; 340,000 compounds, 0.073% hits; AID 493087;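 active = activation above the mean of all tested compounds plus 3 SD, set per screening campaign, cut at about 17% in these data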
IDE inh: inhibitors of human insulin-degrading enzyme in cells; P14735; HEK cells, FAbetaB cleavage, fluorescence polarization; inhibition, % at 5.59 µM; 320,000 compounds, 0.41% hits; AID 434962;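 active = percent inhibition above the average of all tested compounds plus 3 SD, set per screening campaign, cut at about 16% in these data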;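 note: IDE supplied by intact live HEK cells; FP after avidin binding of uncleaved biotin substrate so inhibition keeps polarization high; 0% = DMSO wells and 100% = 60 µM reference IDE inhibitor Ii1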
NALP1 inh: blocks the NALP1 inflammasome reconstituted in yeast; S. cerevisiae NALP1/ASC/caspase-1 growth, X-gal OD620, 72 h; inhibition, % at 10 µM; 280,000 compounds, 0.61% hits; in the data active = inhibition mostly above about 24%, no sharp cut-off; inactive = mostly below about 32%; note: some compounds called inactive have numbers as strong as hits
* = called active by the depositor; ? = inconclusive; · = no result given; [ ] = another dose, or the depositor's remark.

SMILES | MEKK3 PB1 HTS | PfM18AAP inh | p-CIP stab down | SUMO HTRF inh | MEKK2mut PB1 HTS | MEKK2wt PB1 HTS | IDE cell activ | IDE inh | NALP1 inh
COc1ccc(S(=O)(=O)CC(=O)c2cc3cccc(C)c3oc2=O)cc1 | 101 | 16 | 6 | 15 | 0 | 98 | -2 | -5 | 20
c1ccc(CN2CCN(C3=Nc4cccc5cccc3c45)CC2)cc1 | · | 0 | -22 | 12 | · | · | 1 | · | 1
COc1ccc2c(c1OC)C(=O)N1C(C(=O)O)Cc3c([nH]c4ccccc34)C21 (stereo not drawn) | 99 | -4 | -5 | 21 | -3 | 96 | 1 | 0 | 23
O=C(Cc1cccs1)N/N=C/C=C\c1ccccc1[N+](=O)[O-] | 110 | 9 | -11 | 0 | -2 | 100 | · | 8 | -3
O=C(COC(=O)c1ccc(S(=O)(=O)N2CCOCC2)cc1)Nc1nc(-c2ccccc2)cs1 | 102 | -8 | -50 | 9 | 12 | 96 | -1 | 1 | 26
CC1CCCC(C)N1/N=C/C=C/c1ccccc1[N+](=O)[O-] (stereo not drawn) | 106 | 12 | 4 | 5 | -4 | 99 | 2 | -1 | 11
COc1ccccc1NS(=O)(=O)c1cc(C(=O)NCc2ccco2)ccc1C | 101 | -2 | -5 | 8 | 2 | 97 | -4 | 5 | -10
CCOC(=O)Cc1csc(NC(=S)NC(=O)c2ccc(Cl)cc2)n1 | 102 | -12 | 6 | -6 | 1 | 100 | 0 | 9 | 14
C/C(=N\NC(=O)c1c[nH]c2ccccc12)c1ccccn1 | 101 | -79 | -2 | -15 | -2 | 99 | -3 | 9 | -4
Cc1ccc(C(=O)NCc2ccncc2)cc1S(=O)(=O)Nc1cccc(C)c1C | 101 | -2 | -17 | -1 | 7 | 106 | -2 | 10 | 15
Cc1cc(NC(=O)CSCCO)no1 | 102 | 1 | -1 | 9 | -2 | 101 | 2 | 4 | -5
C/C(=N\NC(=O)c1ccc([N+](=O)[O-])cc1)c1cccc([N+](=O)[O-])c1 | 106 | -1 | -15 | 17 | -3 | 101 | 6 | 5 | 24
COc1cccc(-c2cc(C(=O)Nc3ccc([N+](=O)[O-])cn3)c3ccccc3n2)c1 | 94 | -2 | -12 | 2 | 4 | 99 | -1 | 4 | 36
CCC1CCCCN1C(=O)CSc1nnc(-c2ccc(Cl)s2)o1 (stereo not drawn) | 101 | -7 | -14 | 0 | -4 | 100 | 0 | -1 | -4
Cc1c(C(=S)NC(=O)C2CC2)c(=O)n(-c2ccccc2)n1C | 105 | -2 | -2 | 16 | -9 | 87 | -3 | 7 | 1
Cc1nnsc1S(=O)c1ccc(Cl)cc1 (stereo not drawn) | 104 | 0 | 6 | -10 | 4 | 105 | -1 | 0 | -3
CCOC(=O)c1ccc(NC(=O)CSc2nc3c(c(=O)n2-c2ccccc2OC)SCC3)cc1 | 98 | · | 4 | -13 | -2 | 96 | 5 | 4 | ·
C/C(=C/c1ccccc1)C(=O)N1CCC(C)CC1 | 110 | -1 | -11 | 14 | 4 | 114 | 2 | 0 | 13
CC(C)NC(=S)NNC(=O)C12CC3CC(CC(C3)C1)C2 | 96 | -19 | -11 | 8 | -1 | 98 | 5 | 0 | -16
CCCS(=O)(=O)c1ncc(Cl)c(C(=O)Nc2ccc(S(=O)(=O)Nc3ncccn3)cc2)n1 | 105 | -45 | 5 | 1 | 8 | 102 | -1 | 1 | 18

Grouped by structure, those above with an NH in an aromatic ring (2)
SMILES | MEKK3 PB1 HTS | PfM18AAP inh | p-CIP stab down | SUMO HTRF inh | MEKK2mut PB1 HTS | MEKK2wt PB1 HTS | IDE cell activ | IDE inh | NALP1 inh
COc1ccc2c(c1OC)C(=O)N1C(C(=O)O)Cc3c([nH]c4ccccc34)C21 (stereo not drawn) | 99 | -4 | -5 | 21 | -3 | 96 | 1 | 0 | 23
C/C(=N\NC(=O)c1c[nH]c2ccccc12)c1ccccn1 | 101 | -79 | -2 | -15 | -2 | 99 | -3 | 9 | -4

Next part:
SMILES | MEKK3 PB1 HTS | PfM18AAP inh | p-CIP stab down | SUMO HTRF inh | MEKK2mut PB1 HTS | MEKK2wt PB1 HTS | IDE cell activ | IDE inh | NALP1 inh
COCC(C)NCc1ccc(OC)c(Br)c1 (stereo not drawn) | 93 | 9 | -14 | 23 | -9 | 93 | 2 | 3 | 7
COc1ccc(NC(=O)C2CCCN(S(=O)(=O)c3c(C)[nH]c(=O)[nH]c3=O)C2)cc1OC (stereo not drawn) | 92 | -4 | -7 | -15 | -12 | 85 | 5 | -1 | -3
CCOc1ccccc1NC(=O)c1sc2nc(C)nc(N3CCOCC3)c2c1C | 95 | -1 | -2 | 0 | -5 | 98 | 1 | 2 | -20
Cn1nnnc1SCC(=O)Nc1ccccc1Cl | 99 | 0 | -12 | 34 | 1 | 102 | 3 | 6 | 8
N#C/C(=C\c1ccccc1[N+](=O)[O-])C(=O)NC1CCCCC1 | 40*[inhibitor] | -1 | -23 | 16 | -17 | 47*[inhibitor] | -22 | 11 | -16
COc1ccc(OCC(=O)Nc2ccc3oc(-c4ccncc4)nc3c2)cc1 | 105 | 3 | -4 | 19 | -2 | 96 | 5 | 3 | 1
CCOC(=O)c1ccc(-n2c(N)c(C(=O)NCc3ccco3)sc2=S)cc1 | 101 | 10 | -7 | -21 | 1 | 99 | 1 | 0 | 16
CCN(CC)CCNC(C(=O)Nc1ccc([N+](=O)[O-])cc1Br)c1ccccc1 (stereo not drawn) | 102 | 1 | 8 | 4 | -1 | 109 | -1 | 9 | 21
CSc1nc2sc3c(c2c(=O)[nH]1)CCC(C)C3 (stereo not drawn) | 97 | 2 | -17 | 8 | 2 | 96 | -2 | -6 | ·
Cc1cc(C(F)F)n2nc(C(=O)Nc3cccc(S(=O)(=O)N4CCOCC4)c3)nc2n1 | 100 | 2 | -1 | 11 | 1 | 107 | 0 | -6 | 13
COc1ccc(C(C)C)cc1S(=O)(=O)NC1CCCC1 | 103 | -3 | 9 | -6 | -2 | 106 | 5 | 0 | 22
COc1cc(C(=O)NCCc2ncccc2C)ccc1OC1CCN(C(C)=O)CC1 | 98 | 1 | -9 | 8 | 2 | 102 | 5 | 3 | 13
Cc1nn(Cc2ccc(F)cc2)c(C)c1NC(=O)c1noc2c1CCc1ccccc1-2 | 110 | 4 | -13 | -3 | 10 | 112 | 1 | 2 | 31
CCOc1ccc(-c2[nH]nc3c2C(c2ccc4c(c2)OCO4)C(C#N)=C(N)O3)cc1OC (stereo not drawn) | · | 12 | -4 | -3 | · | · | 2 | 8 | 9
COc1cc(NC(=O)COC(=O)CC(NC(C)=O)c2ccccc2)cc(OC)c1 (stereo not drawn) | 102 | 0 | 4 | 9 | 0 | 102 | 1 | 4 | 10
CCOC(=O)C1=C(c2ccccc2)Nc2ncnn2C1c1ccccn1 (stereo not drawn) | 101 | 9 | -44 | 16 | 0 | 100 | 6 | 2 | 5
Cc1nc(NC(=O)c2cccc(Cl)c2)sc1-c1csc(Nc2cccc(Cl)c2)n1 | 103 | -5 | -13 | -22 | 8 | 116 | · | 1 | -23
COc1cc(C(c2c(C(=O)O)[nH]c3ccccc23)c2c(C(=O)O)[nH]c3ccccc23)ccc1OCc1ccccc1 | 99 | 2 | 8 | 20 | -1 | 95 | 9 | -3 | -3
CC1(C)C2CC=C(/C=N/NC(=O)c3ccc(Cl)cc3)C1C2 (stereo not drawn) | 107 | 5 | 1 | -20 | -1 | 108 | 2 | 7 | 4
c1cncc(-c2nc3c(ccc4ccccc43)[nH]2)c1 | 106 | -1 | -5 | 3 | 8 | 108 | -1 | 1 | 4

Single entries from the list:
For MEKK3 PB1 HTS, CCOC(=O)Cc1csc(NC(=S)NC(=O)c2ccc(Cl)cc2)n1 shows 102
For SUMO HTRF inh, COc1ccccc1NS(=O)(=O)c1cc(C(=O)NCc2ccco2)ccc1C shows 8
For MEKK3 PB1 HTS, CCOC(=O)c1ccc(NC(=O)CSc2nc3c(c(=O)n2-c2ccccc2OC)SCC3)cc1 shows 98

The results go on:
SMILES | MEKK3 PB1 HTS | PfM18AAP inh | p-CIP stab down | SUMO HTRF inh | MEKK2mut PB1 HTS | MEKK2wt PB1 HTS | IDE cell activ | IDE inh | NALP1 inh
CCN(c1ccccc1)S(=O)(=O)c1ccc(Cl)nc1 | ? | -11 | 3 | 15 | -72 | ? | 1 | 4 | 24
CCOc1ccc(N2CC(O)(c3cccs3)[N+]3=C2CCCC3)cc1 (stereo not drawn) | 101 | 0 | 6 | 22 | 8 | 106 | 2 | 1 | 4
Nc1n[nH]c(=S)n1/N=C1/C(=O)Nc2ccccc21 | 102 | 32* | -20 | 0 | 0 | 101 | -7 | · | -27
CS(=O)(=O)C1=NSC2=NC(=O)/C(=C\c3ccc(OS(=O)(=O)c4ccccc4)cc3)C(=N)N21 | 99 | 5 | -1 | 15 | 0 | 100 | 3 | 0 | 10
CC(C)C(c1nnnn1Cc1ccc(F)cc1)N1CCN(C2CCCCC2)CC1 (stereo not drawn) | 99 | 0 | 11 | -25 | 2 | 103 | -3 | 5 | 4
CCOc1ccccc1NC(=O)c1cnc(NS(=O)(=O)c2ccccc2)nc1 | 104 | 3 | 9 | 5 | -2 | 96 | 3 | 0 | -2
CC(C)[C@H](NC(=O)c1ccc(C(C)(C)C)cc1)C(=O)Nc1nnc(C2CC2)s1 | 106 | -3 | -5 | 4 | -1 | 105 | -1 | 3 | 33
CN(Cc1nccn1C)C(=O)CC1C(=O)NCCN1Cc1ccc(F)cc1Cl (stereo not drawn) | 99 | 15 | 3 | -2 | 3 | 98 | 1 | 3 | 14
OC[C@@H](O)[C@H](O)C(/C=N/Nc1ccccc1)=N\Nc1ccccc1 | 102 | 9 | -6 | 23 | -11 | 99 | 3 | -4 | ·
c1ccc(-c2nnc(CSc3nnc(-c4cccs4)o3)o2)cc1 | 96 | 10 | · | · | -2 | 106 | 0 | 11 | ·
N#CC1=C(N)SC(N)=C(C#N)C1CCc1ccccc1 | 106 | 9 | -20 | 7 | 6 | 96 | -2 | 2 | -3
CCc1ccccc1NC(=S)NC1CC2CCC(C1)N2Cc1ccco1 (stereo not drawn) | 106 | -10 | -2 | -9 | 4 | 104 | 1 | -3 | 9
N/C(COc1ccccc1)=N\NS(=O)(=O)c1ccccc1 | 108 | 7 | 2 | -15 | 3 | 112 | 6 | 1 | 28
Cc1ccccc1CNC(=O)Cn1ccc2cc(S(=O)(=O)N3CCCCCC3)ccc21 | 98 | -3 | -1 | 4 | -3 | 97 | 8 | 4 | 0
O=C(NCc1nnc(SCC(=O)N2CCCc3ccccc32)o1)c1ccccc1F | 102 | 1 | -3 | 24 | -1 | 99 | 0 | 5 | 17
Cc1nn(Cc2ccc(C(=O)N3N=C(C(F)F)CC3(O)C(F)F)o2)c(C)c1[N+](=O)[O-] (stereo not drawn) | 101 | 3 | 4 | 2 | 0 | 101 | 3 | 1 | 8
Cc1ccc2cc(CCNC(=O)C(C)C)c(=O)[nH]c2c1 | 106 | -11 | -8 | -4 | 14 | 109 | 7 | 4 | 23
N#CC(C#N)=CNc1cccnc1 | 98 | 2 | 6 | -2 | -3 | 96 | 0 | 4 | 6
Cc1ccc(NC(=O)/C=N/OCC(=O)NCc2ccccc2Cl)cc1 | 102 | 0 | 4 | -27 | -2 | 98 | 2 | 0 | ·
Cc1cc(C)n(C(CC(=O)O)C(=O)O)n1 (stereo not drawn) | 91 | 0 | -1 | 26 | 3 | 100 | 0 | 2 | 9
COc1ccc(OC)c(CNC(=O)C2CCN(S(C)(=O)=O)CC2)c1 | 99 | -1 | -8 | 0 | -1 | 105 | 1 | 0 | -2

Only part of the results is shown; rates above refer to the full screens.
